15-hLO inh = 15-hLO (ALOX15) enzyme inhibition. purified 15hLO-1, xylenol orange hydroperoxide absorbance. AID 887. Potency, µM (doses to about 57.1 µM), for the others: top-dose activity change, negative = inhibition, most hits filed as inhibitors. 74,000 tested, 1.4% active. P16050; further: potency means the concentration at half of the fitted maximal effect; on the % scale 0 is the no-effect control and ±100 the full control effect; nearly all actives have a fitted effect of over 55% in size
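Purified human 15hLO-1 (40 nM) in 25 mM Hepes pH 7.5, 0.01% Triton X-100, preincubated 15 min RT with compound, then 50 uM arachidonic acid for 6 min. Hydroperoxide read by ferrous/xylenol orange, 30 min; 573/405 nm absorbance ratio gave progress.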
DNA Pol III inh = DNA polymerase III holoenzyme inhibition | AID 603 | 71,000 tested, 0.25% active | reconstituted DNA polymerase III holoenzyme replication, biochemical | Potency, µM (highest dose often 57.1 µM), without a hit: at the top dose activity change, negative = inhibition; further: potency means the concentration at half of the fitted maximal effect; on the % scale 0 is the no-effect control and ±100 the full control effect
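Reconstituted *E. coli* holoenzyme (0.35 nM Pol III, 1 nM beta, 154 nM SSB, 2 nM primase) was preincubated with compound for 15 min at RT. Synthesis on 1.4 nM ssM13Gori ran 35 min, then was stopped with PicoGreen/EDTA and read as dsDNA fluorescence.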
Tau fil binding = binds recombinant human tau filaments; P10636; Potency, µM (highest dose often 57.1 µM), without a hit: at the highest dose activity change, negative = inhibition; 71,000 tested, 2% active; recombinant tau filaments, thioflavin S fluorescence, 15 h; filaments grown with octadecylsulfate alongside compound;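 further: potency means the concentration at half of the fitted maximal effect; on the % scale 0 is the no-effect control and ±100 the full control effect; actives lower thioflavin S fluorescence by blocking filaments or displacing dye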
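His-tagged recombinant human tau (exons 2, 3 and 10 included), 1 uM, was induced to fibrillize by 30 uM sodium octadecylsulfate with compound present. After 15 h at 37 C, thioflavine S fluorescence (ex 450, em 510 nm) was read.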
HADH2 inh = blocks human hydroxyacyl-CoA dehydrogenase type II; Q99714; recombinant HADH2, NADH fluorescence, beta-hydroxybutyryl-CoA; Potency, µM (series often up to 57.1 µM), for inactives: top-dose activity change, negative = inhibition, usual class: inhibitors; 73,000 tested, 3.4% active; AID 886; further: potency means the concentration at half of the fitted maximal effect; on the % scale 0 is the no-effect control and ±100 the full control effect; nearly all actives have a fitted effect of over 60% in size; many of its hits are not listed in these tables
Target sequence (Q99714 whole entry, looked up, one chain of several): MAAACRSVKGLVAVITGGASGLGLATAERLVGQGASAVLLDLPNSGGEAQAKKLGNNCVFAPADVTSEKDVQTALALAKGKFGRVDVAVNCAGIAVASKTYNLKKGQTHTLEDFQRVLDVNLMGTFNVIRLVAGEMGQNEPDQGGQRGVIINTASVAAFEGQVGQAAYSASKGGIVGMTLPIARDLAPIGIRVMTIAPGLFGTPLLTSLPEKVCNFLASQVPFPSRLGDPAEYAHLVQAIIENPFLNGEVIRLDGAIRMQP
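His-tagged recombinant enzyme from E. coli, 20 nM, preincubated 15 min RT with compound; reaction started with 1 mM NAD+ and 90 uM beta-hydroxybutyryl-CoA in 100 mM Tris-HCl pH 9.0. NADH fluorescence (ex 360/em 450) read over 4 min; last-minus-first difference.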
HBB splice mod = modulators of hemoglobin beta chain splicing. HBB splicing reporter cell assay, activation; EGFP reporter with mutant IVS2-654 intron; response scale: normalised to 500 nM splice-correcting PNA. Potency, µM (top dose mostly 46.1 µM), for the others: at the highest dose activation, hits mostly activators. 65,000 tested, 0.06% active. AID 925; further: potency means the concentration at half of the fitted maximal effect; 0% is about no effect
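Compounds were applied for 2 days to HeLa EGFP-654 cells, 500/well in Optimem with 2% FCS. The reporter's EGFP is disrupted by mis-splicing of beta-globin intron IVS2-654. Readout: summed well GFP fluorescence from 488 nm laser scanning; reference was 500 nM antisense […] 654 PNA.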
Epigenetic mod = epigenetic GFP locus derepression in mouse cells. Potency, µM (top dose mostly 46.1 µM), for inactives: at the highest dose GFP derepression (activation). AID 597. mouse C127i GFP locus derepression, cytometry, 30 h. 68,000 tested, 0.09% active; further: % of control where 0% means no effect
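Read-out is the number of GFP-positive cells, scored as fluorescent objects 20 to 120 um wide, reflecting derepression of a silenced CMV-GFP reporter in murine C127i cells after 30 h compound exposure at 37 C.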
Ub-GFP proteasome = ubiquitin-GFP accumulation via proteasome inhibition | Ubiquitin-GFP reporter cells, proteasome inhibition, GFP fluorescence; response scale: untreated = 0%, 10 µM MG-132 = 100% | Potency, µM (top dose mostly 45.9 µM), without a hit: at the top dose activation (GFP accumulation), hits mostly activators | 67,000 tested, under 10 active | AID 526; active means well fitted activation curve with a large enough effect, not every such curve was filed as active; inconclusive means small, poorly fitted or top-dose-only effect, or another doubt; inactive means no such curve, though single readings can be large or run the other way; further: potency means the concentration at half of the fitted maximal effect
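Reporter cells (U2OS, ubiquitin-G76V-GFP fusion) are plated overnight, then treated 4 hr at 37 °C with compound titrations from 46 uM down to 2.9 nM. Activity is scaled against untreated cells and 10 uM MG-132.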
CRE-bla Fsk = alters forskolin-stimulated CRE reporter signaling in CHO cells. CHO CRE-bla reporter (cAMP response element driving beta-lactamase), forskolin EC10, beta-lactamase ratio. Potency, µM (titrated, usually from 38.2 µM), inactives show at the top dose activity change, negative = inhibition, usual class: activators. 71,000 tested, 2.5% active. AID 662; active means well fitted activation curve with a large enough effect in the signal ratio, with a control signal flat, not every such curve was filed as active; inconclusive means small, poorly fitted or top-dose-only effect, or effect the other way, or a change in a side signal; the % refers to the signal ratio; further: potency means the concentration at half of the fitted maximal effect; % of control where 0% means no effect
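CHO CRE-bla cells, overnight plating in Opti-MEM with 0.5% dialyzed FBS; cpd titration + EC10 NKH 477, 3 h 37 °C; CCF4 2 h RT; ex 405/em 460 vs 530 ratio → %Activity, AC50.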
FLuc inh = firefly luciferase inhibition. P08659. 72,000 tested, 2.2% active. Potency, µM (top dose mostly 57.1 µM), without a hit: at the highest dose activity change, negative = inhibition, most hits filed as inhibitors. purified firefly luciferase, luminescence, 8 min; further: potency means the concentration at half of the fitted maximal effect; on the % scale 0 is the no-effect control and ±100 the full control effect; nearly all actives have a fitted effect of over 40% in size
Target sequence (P08659 whole entry, looked up): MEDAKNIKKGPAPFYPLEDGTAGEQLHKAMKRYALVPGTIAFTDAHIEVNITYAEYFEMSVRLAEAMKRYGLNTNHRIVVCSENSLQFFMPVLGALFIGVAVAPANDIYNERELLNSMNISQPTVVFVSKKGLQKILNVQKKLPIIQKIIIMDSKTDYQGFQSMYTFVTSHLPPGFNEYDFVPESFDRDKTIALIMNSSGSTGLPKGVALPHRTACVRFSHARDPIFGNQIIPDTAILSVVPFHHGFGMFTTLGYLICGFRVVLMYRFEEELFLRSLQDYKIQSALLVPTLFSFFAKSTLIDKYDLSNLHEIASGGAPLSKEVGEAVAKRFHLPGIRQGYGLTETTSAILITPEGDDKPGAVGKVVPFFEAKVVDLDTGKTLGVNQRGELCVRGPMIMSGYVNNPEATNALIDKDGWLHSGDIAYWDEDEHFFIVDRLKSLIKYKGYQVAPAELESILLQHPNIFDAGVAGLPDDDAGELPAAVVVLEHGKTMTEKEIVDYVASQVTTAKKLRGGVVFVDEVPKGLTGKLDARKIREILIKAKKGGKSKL
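Here, luciferase activity is measured as luminescence following an 8 min room-temperature reaction at 10 uM ATP, pH 7.2. Every library sample is titrated.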
Hsp90 Hop PPI = changes Hsp90-Hop TPR2A binding signal, up or down | 71,000 tested, 0.44% active | Potency, µM (top dose mostly 57 µM), without a hit: at the top dose activity change, negative = inhibition | AlphaScreen TPR2A-His6 binding biotin-Hsp90 C-terminal peptide; active means well fitted curve in either direction with a large enough effect; inconclusive means small, poorly fitted or top-dose-only effect, or another doubt; further: potency means the concentration at half of the fitted maximal effect; on the % scale 0 is the no-effect control and ±100 the full control effect; many of its hits are not listed in these tables
ERK AVP block = vasopressin-driven ERK pathway inhibition. HEK293-V1b, vasopressin-stimulated pERK AlphaScreen. Potency, µM (highest dose often 57.5 µM), inactives show top-dose activity, negative = inhibition, usual class: inhibitors. 72,000 tested, 0.99% active; further: potency means the concentration at half of the fitted maximal effect; on the % scale 0 is the no-effect control and ±100 the full control effect; nearly all actives have a fitted effect of over 55% in size
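Overnight-seeded V1b-HEK293 cells in 1% FBS got compound, then vasopressin (25 nM final, 5 min, 37C), then lysis buffer. AlphaScreen detection of phospho-ERK; activity normalized to basal and full-stimulation controls.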
* hit, by the source's call; i = inactive; ? = inconclusive; . = not tested or not shown; [ ] = another dose, or the depositor's remark. Unless noted, the call rests on the fitted dose curve; in most records, active means well fitted curve in the direction sought with a large enough effect; inconclusive means small, poorly fitted or top-dose-only effect, or another doubt; inactive means no such curve, though single readings can be large; an effect the other way counts as inactive or inconclusive. Only part of the results is shown; count on the stated rates, not on these rows.

SMILES	15-hLO inh	DNA Pol III inh	Tau fil binding	HADH2 inh	HBB splice mod	Epigenetic mod	Ub-GFP proteasome	CRE-bla Fsk	FLuc inh	Hsp90 Hop PPI	ERK AVP block
Nc1ncnc2c1nc(-c1ccccc1)n2[C@H]1O[C@@H](CO)[C@@H](O)[C@H]1O	-7.3%[11.4 µM]	-4.1%[11.4 µM]	5.1%[11.4 µM]	1.7%[11.4 µM]	1.9%[9.22 µM]	-2.2%[9.22 µM]	1.9%[9.17 µM]	?	0.7%[11.4 µM]	-1.8%[11 µM]	-10.8%[11.5 µM]
CCOC(=O)CSCC(=O)Nc1cc(C)ccc1C	9.8%	-2.1%	-6.9%	?	3.8%	5.8%	7.6%	-9.0%	2.2%	0.6%	-5.9%
Cc1nc2cnc(N3CCNCC3)nc2n(C2CC2)c1=O	19.4%	-17.9%	-1.6%	21.6%	0.4%	13.5%[9.22 µM]	0.9%	12.6µM*	1.2%[11.4 µM]	0.0%	10.8%
Cc1ccc(C(=O)Nc2ccccc2C(N)=O)o1	3.6%	2.3%	-11.3%	0.5%	-0.9%	-2.9%	5.1%	15.8%	-12.9%	-3.4%	6.7%
FC(F)(F)c1cccc(NCc2cn3cccnc3n2)c1	19.7%	-5.4%	-6.9%	1.4%	1.1%	0.0%	1.9%	1.2%	-1.4%	-6.5%	6.7%
COc1ccc(C)cc1NC(=O)CCC(=O)Nc1ccc2nc(N3CCN(C)CC3)cc(C)c2c1	-3.3%	-4.5%	169.2%	31.6µM*	-1.8%	-2.0%	-8.7%	?	-6.2%	-2.1%	-1.6%
CCc1nnc(NC(=O)CSc2nnc(CCc3nc4ccccc4[nH]3)n2C)s1	10.8%	-5.4%	0.6%	14.4%	-1.8%	2.3%	-5.9%	-7.9%	1.0%	0.3%	-18.9%
O=C1[C@H]2O[C@@H]2[C@@H](O)[C@H]2[C@H]1CCn1c(=O)n(Cc3cc4c(cc3Cl)OCO4)c(=O)n12	3.8%[11.4 µM]	.	.	-14.4%[11.4 µM]	1.2%[9.22 µM]	.	.	.	0.7%[11.4 µM]	.	32.0%[11.5 µM]
Nc1cc([N+](=O)[O-])ccc1O	-16.6%	-6.4%	?	-22.1%	-1.1%	.	.	-2.9%	.	-2.7%	8.9%
Cc1cnc(C(=O)Nc2ccccc2-c2nnn(CC(=O)NC3CCCC3)n2)cn1	-0.6%	-8.9%	-7.9%	9.8%	.	-2.5%	-3.0%	0.0%	5.8%	1.6%	74.9%[activator]
CCC(C)N1C(=O)c2ccccc2C1C(=O)NC1CCCCCC1 (centres undefined)	-1.7%	0.1%	-0.9%	5.7%	-0.6%	2.2%	1.9%	-2.9%	1.1%	-5.0%	-2.4%
CC(=O)Nc1nnc(S(N)(=O)=O)s1	-3.6%	0.0%[25.6 µM]	-15.7%[25.6 µM]	2.5%	-0.6%[20.6 µM]	15.4%[20.6 µM]	9.7%[20.5 µM]	-7.0%[17.1 µM]	0.7%[25.5 µM]	0.0%[26 µM]	17.5%
COc1c(Br)cc2c(C)c(C(=O)N3CCOCC3)oc2c1Br	-1.4%	-5.0%	27.7%	2.7%	0.3%	-3.8%	15.8%	?	-0.1%	1.8%	-28.7%
C=CCSc1nnc(-c2c[nH]c3ccccc23)n1CCOC	5.6%	-6.7%	1.6%	6.6%	0.4%[0.369 µM]	2.1%	.	1.1%	1.8%	-1.4%	-21.5%
COc1ccc(Cl)cc1Nc1nc(N2CCCC2)nc(N2CCCC2)n1	-1.4%[11.4 µM]	7.9%[11.4 µM]	43.7%[11.4 µM]	-0.4%[11.4 µM]	-1.2%[0.0738 µM]	0.0%	-13.6%[9.17 µM]	-21.8%[7.6 µM]	3.9%	-3.9%[11 µM]	-13.8%
O=C1N(CCCN2C(=O)C3(OCCO3)c3ccccc32)c2ccccc2C12OCCO2	5.2%	2.5%	0.7%	1.1%	4.3%[0.369 µM]	0.0%	-4.4%	-4.3%	-2.3%	-3.2%	-12.5%
COc1ccc(C(c2nnnn2C(C)(C)C)N2CCN(c3nc4ccccc4s3)CC2)cc1OC (centres undefined)	-15.1%	0.6%	14.2%	-2.1%	.	-1.3%	-1.3%	3.0%	-0.6%	-18.0%	-9.7%
CCNc1ncc2nc(-c3cccs3)c(=O)n(CCC#N)c2n1	-26.1%	7.3%	i	-6.9%	4.6%	-4.9%[9.22 µM]	6.0%	?	-0.3%[11.4 µM]	-0.5%	5.01µM*
CCN(CCCNS(=O)(=O)c1ccc2c(c1)CCN2C(C)=O)c1cccc(C)c1	-22.2%	1.1%	6.4%	-12.9%	-0.1%	2.3%	2.3%	6.3%	0.9%	-11.7%	1.1%
C[C@@H](CCCCC(=O)Nc1ccc(C(F)(F)F)cc1)NCCc1cnc[nH]1	-1.4%[25.6 µM]	-3.3%	8.0%	-2.0%	.	0.0%	1.3%	-17.6%	0.5%	-1.6%	-14.4%
CCCC(=O)n1nc(-c2ccc(Cl)cc2)nc1SC	-8.6%	-6.3%	-1.4%	?	-0.9%	0.0%	5.4%	0.5%	-2.0%	1.1%	8.8%
O=C(c1ccccc1F)N1CCC(O)(c2cccnc2)CC1	8.3%	-0.9%	-2.1%	-13.8%	.	-1.2%	-1.1%	3.4%	5.5%	1.9%	3.7%
CCOC(=O)C1=C(C)Nc2nc(C)nn2C1c1ccc(OC)c(OC)c1 (centres undefined)	-2.1%	2.2%	2.6%	-9.5%	-1.0%	-3.9%	-4.8%	?	1.4%	-4.4%	0.1%
Cc1ccc(-c2cc(C(F)F)n3ncc(C(=O)N4CCN5CCCC5C4)c3n2)cc1 (centres undefined)	-6.3%	-2.0%	25.1µM*	8.0%	-1.6%	2.9%	-6.0%	?	0.3%	-5.2%	-12.6%
O=c1c(-c2ccc(F)cc2)nc2cnc(N3CCNCC3)nc2n1C1CC1	-11.3%	-14.4%	3.6%	2.8%	0.6%	-2.7%[9.22 µM]	-0.9%	?	-0.5%[11.4 µM]	2.1%	15.3%
O=C(NCCO)c1ccc2[nH]c3c(c2c1)CCCC3	-7.5%	-0.3%	76.8%	7.2%	-0.5%[9.22 µM]	-2.2%	-7.6%	7.1%	15.8µM*	-6.3%	-16.1%
COc1cccc(C2CC(c3ccccc3Cl)Nc3ncnn32)c1 (centres undefined)	9.8%	0.7%	-10.4%	13.3%	0.1%[57.5 µM]	4.7%	3.4%	1.2%	0.9%	-1.5%	-3.1%
CCOCCn1c(N(C)Cc2ccccc2)nc2c1c(=O)[nH]c(=O)n2C	10.0%	0.2%	-2.9%	5.5%	.	-1.7%	-3.7%	?	-0.3%	-0.6%	-27.7%
O=C(CSCc1ccccc1)NC1CCSC1=O (centres undefined)	-11.1%	2.1%	-3.3%	-15.4%	-3.5%	-2.4%	-2.8%	-0.4%	-1.2%	1.4%	12.7%
O=C(O)COc1ccc(-c2nnn(CC(=O)O)n2)cc1	-2.0%	-1.3%	3.4%	-5.0%	0.6%	-0.1%	1.3%	-5.3%	0.1%	-1.3%	6.5%
Cc1c(NC(=O)C2CC(c3c(F)cccc3Cl)=NO2)c(=O)n(-c2ccccc2)n1C (centres undefined)	6.8%	-2.7%	12.2%	10.6%	0.4%	-2.7%	-1.4%	-12.6%	0.4%	-0.1%	-9.0%
CCOc1ccccc1NC(=O)Cn1c(C)cc(COC)c(C#N)c1=O	-15.9%	-2.1%	-11.0%	12.9%	.	0.0%	-3.0%	-1.5%	2.3%	2.3%	-18.1%
